Assay outcomes (PubChem BioAssay)
All columns: NCI-60 one-dose screen, growth in % after 48 h at 10 µM unless noted; 100 = growth as untreated, 0 = no growth, -100 = all killed.
KM12: KM12 colon cancer cells. 82,000 tested, 5% active
NCI-H322M: NCI-H322M lung cancer; 80,000 tested, 2.7% active
NCI-H226: NCI-H226 lung cancer. 79,000 tested, 3.5% active
HT29: HT29 colon cancer; AID 1794748; 81,000 tested, 7.4% active
SW-620: SW-620 colon cancer; 82,000 tested, 5.2% active; AID 1794795
NCI-H460: NCI-H460 lung cancer; 82,000 tested, 6.8% active
HCT-15: HCT-15 colon cancer; 82,000 tested, 5.2% active
HCT-116: HCT-116 colon cancer; 82,000 tested, 7.3% active
COLO 205: COLO 205 colon cancer | 79,000 tested, 7.3% active | AID 1794742
* hit, by the source's call; . = no result given; & = joins results of further samples; [ ] = another dose, or the depositor's remark. Rule for the calls: active = growth percent below 10; inactive = the rest.

Order of values: HCT-116	NCI-H322M	SW-620	NCI-H226	KM12	COLO 205	HT29	NCI-H460	HCT-15
CN(C)c1ccc(-c2ccc(N(C)C)cc2)cc1
    99	91	94	98	103	111	99	101	92
O=C(N/N=C\c1ccc(N(CCCl)CCCl)cc1)C(=O)N/N=C\c1ccc(N(CCCl)CCCl)cc1
    97	112	107	76	109	124	94	93	110
O=C(O)COC(C[N+](=O)[O-])C(Cl)(Cl)Cl (stereo not drawn)
    106	103	109	96	108	.	109	112	102
CCOC(=O)N1CC1
    98	105	103	104	107	91	97	107	96
CCOP(=O)(OCC)OC(=C(Cl)Cl)c1cc(Cl)ccc1Cl
    95	99	105	103	109	113	103	106	104
CN1CCCCC1c1cccnc1 (stereo not drawn)
    117	96	108	105	99	104	.	107	107
CCOP(=S)(OCC)Oc1c(Cl)c(Cl)c(Cl)c(Cl)c1Cl
    80	104	93	107	95	104	85	102	88
C[Se]CCCN1C(=O)[C@@H]2[C@H](C1=O)[C@@H]1C=C[C@H]2C1
    103	112	104	103	106	114	107	103	100
S=C(S)N1CCNCC1
    97&101	101&107	101	86&111	109&98	97&108	98&112	102&101	99&96
COc1cc2nc(SC)n(-c3ccc(Cl)cc3)c(=O)c2cc1OC
    104	102	97	111	101	108	98	101	95
OC/C=C\c1ccc2c(c1)OCO2
    98	99	104	93	104	103	96	104	111
CC(C)(OC(=O)Nc1cccc(Cl)c1)C(Cl)(Cl)Cl
    101	99	104	108	108	109	94	.	99
CCN1C(=O)NC(=O)C2(CCCC2)C1=O
    108	125	105	111	103	104	114	112	103
CC/C(=C/c1ccc(OC)cc1OC)[N+](=O)[O-]
    -59*	90	-20*	111	26	-41*	-1.3*	50	-36*
COc1ccc(N(CC(=O)NCCC[Te]c2ccccc2)C(=O)c2ccccc2)cc1
    9.9*	4.8*	82	53	26	89	-25*	-1.5*	9.3*
O=C(CCl)Nc1ccc(Cl)cc1
    19	78	40	51	68	52	41	100	37
CC(=O)O[C@H]1CC[C@@]2(CCl)C(=CC[C@@H]3[C@@H]2CC[C@]2(C)C(=O)CC[C@@H]32)C1
    92	101	101	108	100	111	94	106	101
c1ccc(C(CN2CCCCC2)c2ccccc2)cc1
    110	.	99	113	102	124	109	106	104
CC(C)(C)OC(=O)N(CCCCCCN(CCCNC(=O)C1CCC2(CC1)OOC1(O2)C2CC3CC(C2)CC1C3)C(=O)OC(C)(C)C)CCCNC(=O)C1CCC2(CC1)OOC1(O2)C2CC3CC(C2)CC1C3 (stereo not drawn)
    61[8.5 µM]	83[8.5 µM]	90[8.5 µM]	104[8.5 µM]	79[8.5 µM]	85[8.5 µM]	67[8.5 µM]	92[8.5 µM]	73[8.5 µM]
O=C1NC(=S)NC(=O)C1Cc1ccccc1
    110	.	105	99	103	96	102	112	105
Nc1noc(N)n1
    95	92	95	97	99	105	94	100	97
O=C(CCN1CC1)NCO
    114	108	103	101	100	116	107	107	102
CSc1nc(C)c(Br)c(N2CC2)n1
    104&92	87&85	110&107	100&105	103&107	113&110	98&120	114&109	106&102
C[C@]12CCc3sc(-c4cccc(Cl)c4)nc3C1=CC[C@@H]1[C@@H]2CC[C@]2(C)C(=O)CC[C@@H]12
    99	97	104	104	103	106	99	107	99
CC(CN(C)C)c1[nH]nc2ccccc12 (stereo not drawn)
    91	97	97	102	99	109	105	107	105
CCOC(=O)C1OC1(C)c1ccccc1 (stereo not drawn)
    112&110	115&112	102&106	111&103	105&108	117&108	107&98	106&109	106&102
Oc1cc(Cl)c(Cl)cc1Cl
    120&102	101&125	107&104	90&100	103	121&112	94&100	106&109	103&106
COc1cccc(NP2(=O)OCC(C)([N+](=O)[O-])CO2)c1 (stereo not drawn)
    99	124	103	91	100	112	.	105	97
C[C@]12CC[C@H]3[C@@H](CC4SC(c5ccc(Cl)cc5)=NC45C[C@H](O)CC[C@]35C)[C@@H]1CC[C@@H]2O (stereo partly drawn)
    93	81	99	112	101	112	90	101	76
CC(=O)[C@@]1(O)CC[C@H]2[C@@H]3CCC4=C(Cl)C(=O)CC[C@]4(C)[C@H]3CC[C@@]21C
    70	94	87	88	100	.	90	86	73

Gathered by group: the compounds so far containing four or more nitrogen atoms
Order of values: HCT-116	NCI-H322M	SW-620	NCI-H226	KM12	COLO 205	HT29	NCI-H460	HCT-15
O=C(N/N=C\c1ccc(N(CCCl)CCCl)cc1)C(=O)N/N=C\c1ccc(N(CCCl)CCCl)cc1
    97	112	107	76	109	124	94	93	110
CC(C)(C)OC(=O)N(CCCCCCN(CCCNC(=O)C1CCC2(CC1)OOC1(O2)C2CC3CC(C2)CC1C3)C(=O)OC(C)(C)C)CCCNC(=O)C1CCC2(CC1)OOC1(O2)C2CC3CC(C2)CC1C3 (stereo not drawn)
    61[8.5 µM]	83[8.5 µM]	90[8.5 µM]	104[8.5 µM]	79[8.5 µM]	85[8.5 µM]	67[8.5 µM]	92[8.5 µM]	73[8.5 µM]
Nc1noc(N)n1
    95	92	95	97	99	105	94	100	97

The list goes on.
Order of values: HCT-116	NCI-H322M	SW-620	NCI-H226	KM12	COLO 205	HT29	NCI-H460	HCT-15
COc1ccc(/C(C)=N\OC(=O)N(C)C)c(OC)c1
    91	.	118	99	105	108	94	115	130
O=[N+]([O-])c1nccn1CC(O)CF (stereo not drawn)
    104	128	110	102	107	104	.	117	103
CO[C@H]1[C@H](O[C@@H]2C[C@@H]3C/C=C/C(=O)O[C@@H](CO)C[C@H](O)[C@@H]4C[C@H](C)[C@H](C/C=C\C=C\[C@H](C)C[C@H](C2)O3)O4)O[C@@H](C)[C@H](O)[C@H]1O
    57	90	77	38	68	38	66	55	47
CCOP(=O)(OCC)Oc1ccc(Sc2ccc(OP(=O)(OCC)OCC)cc2)cc1
    100	.	113	101	100	110	108	113	107

Profiles from above. Values in the order: HCT-116 | NCI-H322M | SW-620 | NCI-H226 | KM12 | COLO 205 | HT29 | NCI-H460 | HCT-15
COc1ccc(N(CC(=O)NCCC[Te]c2ccccc2)C(=O)c2ccccc2)cc1 as listed: 9.9* | 4.8* | 82 | 53 | 26 | 89 | -25* | -1.5* | 9.3*
O=C(N/N=C\c1ccc(N(CCCl)CCCl)cc1)C(=O)N/N=C\c1ccc(N(CCCl)CCCl)cc1 as listed: 97 | 112 | 107 | 76 | 109 | 124 | 94 | 93 | 110
CCOP(=S)(OCC)Oc1c(Cl)c(Cl)c(Cl)c(Cl)c1Cl as listed: 80 | 104 | 93 | 107 | 95 | 104 | 85 | 102 | 88

Laid out differently: results already given.
> O=C(CCl)Nc1ccc(Cl)cc1
  HCT-116: 19
  NCI-H322M: 78
  SW-620: 40
  NCI-H226: 51
  KM12: 68
  COLO 205: 52
  HT29: 41
  NCI-H460: 100
  HCT-15: 37
> CC(=O)O[C@H]1CC[C@@]2(CCl)C(=CC[C@@H]3[C@@H]2CC[C@]2(C)C(=O)CC[C@@H]32)C1
  HCT-116: 92
  NCI-H322M: 101
  SW-620: 101
  NCI-H226: 108
  KM12: 100
  COLO 205: 111
  HT29: 94
  NCI-H460: 106
  HCT-15: 101

Not all compounds are listed; the hit share may differ from the screen's.
